MsrA act = activators of bovine methionine sulfoxide reductase A; purified bovine MsrA, absorbance read-out; activation, % at 10.6 µM; 0.3% of 360,000 active; AID 602163; in the data active = activation above about 7.5%;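 also: 0% = vehicle and 100% = reference activator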
TbMetRS inhib = Trypanosoma brucei MetRS inhibition; 0.4% of 360,000 active; inhibition, % at 11.9 µM; purified T. brucei MetRS, ATP depletion, Kinase-Glo luminescence;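 active = inhibition above a per-plate cutoff of the control wells' mean inhibition plus 3 SD, cut at about 5.5% in these data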;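 also: 0% = DMSO wells median and 100% = median of wells with control inhibitor compound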
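System: purified T. brucei MetRS enzyme / Detection: Kinase-Glo luciferase luminescence reporting remaining unconsumed ATP / Medium: HEPES buffer with MgCl2, KCl, DTT, spermine, BSA, pyrophosphatase / Replication: singlicate, one well per compound / Evaluation: percent inhibition relative to median high and low control wells / Schedule: 2 h aminoacylation at 25 °C after 15 min preincubation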
Rin1-Abl PPI inh = inhibitors of human Rin1-Abl protein interaction. P00519+Q13671. 0.4% of 360,000 active. AID 588664. inhibition, % at 7.35 µM. TR-FRET Rin1/Abl binding, biochemical; in the data active = inhibition above about 5%, passing the limit was not always enough
Neddyl block = inhibitors of human cullin neddylation; AID 651699; 0.58% of 360,000 active; calls only at 25 µM; P61081+Q13564; TR-FRET cullin neddylation, biochemical; in the data active = inhibition above about 36%
CSN deneddyl inh = inhibitors of human CSN-mediated cullin deneddylation | inhibition, % at 12.5 µM | Purified CSN, SCF-Nedd8-OG deneddylation, fluorescence polarization | AID 651999 | Q92905 | 0.38% of 360,000 active;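 active = pattern-corrected inhibition above about 35%, with an unprinted fluorescence ratio check between 0.5 and 1.5, limit read from the data, passing the limit was not always enough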;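 also: 0% = enzyme with substrate and 100% = substrate without enzyme; some results filed as inactive read as strong as hits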
Target sequence (Q92905 whole entry, looked up, one chain of several): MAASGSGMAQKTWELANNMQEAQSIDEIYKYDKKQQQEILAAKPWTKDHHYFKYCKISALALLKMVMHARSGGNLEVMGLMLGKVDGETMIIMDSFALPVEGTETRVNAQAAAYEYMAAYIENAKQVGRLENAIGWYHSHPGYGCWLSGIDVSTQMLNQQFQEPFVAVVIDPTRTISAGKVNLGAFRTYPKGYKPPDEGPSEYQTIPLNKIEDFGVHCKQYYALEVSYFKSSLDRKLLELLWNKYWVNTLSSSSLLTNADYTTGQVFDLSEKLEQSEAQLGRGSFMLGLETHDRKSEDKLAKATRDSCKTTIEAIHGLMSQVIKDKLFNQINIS
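Assay system: purified human Csn5 enzyme expressed in HEK293T cells; measure: % inhibition; also added: SCFSkp2-Nedd8OG substrate at 10 nM final; technique: fluorescence polarization; times: reaction 90 min, room temperature; medium: Tris buffer pH 7.5, NaCl, DTT, Tween-20, trehalose, ovalbumin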
MsrA inh = bovine MsrA inhibition. inhibition, % at 15.5 µM. 0.75% of 360,000 active. AID 651718. purified bovine MsrA, absorbance read-out; in the data active = inhibition above about 4.5%;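 also: 0% = vehicle wells with enzyme and 100% = reference inhibitor wells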
FAS-TE inh = inhibitors of human fatty acid synthase thioesterase domain. P49327. recombinant FAS-TE, OMFH fluorogenic substrate, fluorescence endpoint. inhibition, % at 15 µM. 0.67% of 360,000 active. AID 602261;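 active = compounds whose normalised, plate-corrected inhibition of enzyme fluorescence in the single-dose primary screen is 50% or more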;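 also: 0% = DMSO with enzyme and 100% = substrate without enzyme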
PABP1 MLLE inh = blocks PAM2 peptide binding to the PABP1 MLLE domain; P11940; GST-MLLE / FITC-PAM2 fluorescence polarization; inhibition, % at 20 µM; 0.36% of 360,000 active; AID 588489; in the data active = inhibition above about 35%, passing the limit was not always enough;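 also: plate controls were DMSO wells with GST-MLLE for no effect and wells lacking GST-MLLE protein for full effect; some results filed as inactive read as strong as hits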
E coli Lon inh = inhibits E. coli Lon protease | P0A9M0 | purified E. coli Lon protease, fluorescence polarization | inhibition, % at 7.94 µM | 0.42% of 360,000 active | AID 602123; in the data active = inhibition above about 13%, passing the limit was not always enough;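 also: 0% = enzyme with probe and DMSO and 100% = no enzyme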
Target sequence (P0A9M0 whole entry, looked up): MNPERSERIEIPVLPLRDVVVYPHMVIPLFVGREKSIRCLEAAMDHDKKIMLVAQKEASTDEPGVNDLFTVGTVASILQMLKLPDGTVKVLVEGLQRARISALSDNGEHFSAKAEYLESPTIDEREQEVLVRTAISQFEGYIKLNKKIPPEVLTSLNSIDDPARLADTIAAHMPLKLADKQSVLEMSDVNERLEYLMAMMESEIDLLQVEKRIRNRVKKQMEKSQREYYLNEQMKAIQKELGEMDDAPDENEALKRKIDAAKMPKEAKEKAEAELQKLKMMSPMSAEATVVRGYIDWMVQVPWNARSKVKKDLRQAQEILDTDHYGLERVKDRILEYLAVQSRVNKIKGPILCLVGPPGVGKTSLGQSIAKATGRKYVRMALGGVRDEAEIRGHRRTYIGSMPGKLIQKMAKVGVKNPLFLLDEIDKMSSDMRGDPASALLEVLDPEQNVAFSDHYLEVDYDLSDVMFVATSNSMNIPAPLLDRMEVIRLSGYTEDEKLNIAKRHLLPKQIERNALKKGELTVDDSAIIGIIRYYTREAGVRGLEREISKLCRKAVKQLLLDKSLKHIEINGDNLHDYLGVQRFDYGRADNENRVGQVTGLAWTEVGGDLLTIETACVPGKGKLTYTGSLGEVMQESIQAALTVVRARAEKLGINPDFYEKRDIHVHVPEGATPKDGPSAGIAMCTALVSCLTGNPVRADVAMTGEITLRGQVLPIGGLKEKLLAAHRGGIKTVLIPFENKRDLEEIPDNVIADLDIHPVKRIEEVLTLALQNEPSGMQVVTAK
The depositor's hits bear a star; i = inactive; · = not tested or not shown.

SMILES	MsrA act	TbMetRS inhib	Rin1-Abl PPI inh	Neddyl block	CSN deneddyl inh	MsrA inh	FAS-TE inh	PABP1 MLLE inh	E coli Lon inh
CCOC(=O)[C@]12CCCC=C1N(CCc1ccc(OC)c(OC)c1)C(=O)[C@H](CC(=O)NCCc1ccccc1OC)C2	·	-0.6	·	i	-2	-0.7	·	·	·
Cc1ccc(CCCOC(=O)C[N+]2(C)CCCCC2)cc1	-1	0.2	4	i	-3	0.4	-2	-121	5
CCOC(=O)C[C@H]1c2ccc(C(F)(F)F)cc2S(=O)(=O)N1C(C)C	-2	0.2	-1	i	3	-0.4	-3	-12	-5
Nc1ccc(-c2cn3cccnc3n2)cc1	-3	0.5	-3	i	-11	1.1	-4	2	-8
CSc1nc(N)nc(N(C)C)n1	-3	-0.7	-3	i	-3	-1.2	-5	1	6
CC1(C(=O)N2CCN(c3ccccc3)CC2)CC1(Cl)Cl (configuration not stated)	-4	0.1	1	i	-4	1.6	0	-9	-4
COc1ccc2nc(SCC(=O)NCc3ccc(F)cc3)[nH]c2c1	-1	2.0	0	i	-2	-0.3	-2	-8	-2
CN(CC(=O)NCc1ccc2c(c1)OCO2)S(=O)(=O)c1ccc(F)cc1	1	4.2	0	i	3	-0.9	-5	-2	-10
Cc1cc(/C=N/NC(=O)C(=O)N2CCCC2)c(C)n1-c1cccc(Br)c1	4	0.0	0	i	-1	1.6	0	3	-2
O=C(CSc1nnc2ccc(-c3ccccn3)nn12)Nc1ccccc1	-5	-0.3	-1	i	-2	-0.6	-9	-5	1
O=c1cc(NC2CCCCCC2)[nH]c(=O)[nH]1	-3	-0.5	0	i	-4	0.8	-11	4	-2
Cc1ccc(C)c(OCCCN2CCCC2)c1	0	-0.5	-1	i	1	-0.1	-6	2	-1
COC(=O)c1cn(-c2ccc(Cl)cc2)c(=O)c2ccccc12	-1	0.4	2	i	1	0.5	5	-4	3
O=S(=O)(Nc1ccc2c(c1)nc1n2CCN(Cc2ccccc2)C1)c1ccccc1	-7	-0.3	3	·	4	0.0	-1	-12	-8
Nc1ccc(N=Nc2ccccc2)c2ccccc12	-5	-0.6	1	i	5	-0.7	-1	-3	6
COc1cc(OC)c(C2SCCS2)c(OC)c1	-3	-0.7	-2	i	-10	0.4	-1	27	2
Cc1cccc(OCC(=O)NNC(=O)CSc2ncc(C#N)c(N)n2)c1	-9	0.2	-5	i	3	-1.3	-8	-1	3
CCn1c(SCC(=O)c2ccc(O)c(O)c2)nnc1-c1ccccc1	2	-0.1	-1	i	-1	1.9	-3	7	-1
CC(C)C(=O)O/N=C(\N)c1ccc(Oc2ccc(Cl)cc2)c([N+](=O)[O-])c1	-4	0.7	2	i	-3	0.2	16	-3	0
O=C(N/N=C/c1cn(Cc2cccc(F)c2)c2ccccc12)c1cc(O)cc(O)c1	-11	0.5	14*	i	53	-0.2	7	-9	-1

4 compounds from above, ordered by count of non-hydrogen atoms, rising.
SMILES	MsrA act	TbMetRS inhib	Rin1-Abl PPI inh	Neddyl block	CSN deneddyl inh	MsrA inh	FAS-TE inh	PABP1 MLLE inh	E coli Lon inh
COc1cc(OC)c(C2SCCS2)c(OC)c1	-3	-0.7	-2	i	-10	0.4	-1	27	2
Cc1ccc(CCCOC(=O)C[N+]2(C)CCCCC2)cc1	-1	0.2	4	i	-3	0.4	-2	-121	5
CCOC(=O)C[C@H]1c2ccc(C(F)(F)F)cc2S(=O)(=O)N1C(C)C	-2	0.2	-1	i	3	-0.4	-3	-12	-5
O=C(N/N=C/c1cn(Cc2cccc(F)c2)c2ccccc12)c1cc(O)cc(O)c1	-11	0.5	14*	i	53	-0.2	7	-9	-1

(list continues)
SMILES	MsrA act	TbMetRS inhib	Rin1-Abl PPI inh	Neddyl block	CSN deneddyl inh	MsrA inh	FAS-TE inh	PABP1 MLLE inh	E coli Lon inh
CCOc1ccc2nc(NC(=O)c3cccc(-c4cc5ccccc5oc4=O)c3)sc2c1	-1	0.4	-2	i	-5	-0.2	4	-12	10
O=C1CCC(C(=O)N2CCN(c3cnccn3)CC2)CN1CCc1ccccc1 (configuration not stated)	-1	0.2	1	i	0	3.9	-5	3	-3
Cc1ccc(NS(=O)(=O)c2ccc(N3C(=O)CCC3=O)cc2)cc1	0	-0.5	2	i	2	-0.1	-7	4	-8
Cc1cc(C(=O)OCC(=O)N(C)c2ccccc2)ccc1[N+](=O)[O-]	-2	0.2	1	i	-9	0.5	11	1	-6
Cc1cc(C)n(CC(=O)NN)n1	-5	-0.2	-4	i	-1	-0.6	-5	-5	0
O=C(O)CCSc1nnc(SCC(=O)NC2CCS(=O)(=O)C2)s1 (configuration not stated)	-3	-0.3	2	i	-4	1.8	-11	-6	-16
Cc1cccc[n+]1C1C(c2ccc([N+](=O)[O-])cc2)C(C#N)=C(C(=C=[N-])C#N)NC1(O)C1CC1 (configuration not stated)	-2	0.2	-3	i	-19	2.5	-4	9	-4
CC1CC(C)(C)CC2(C1)NC(=O)N(CC(=O)N(C)Cc1nc3ccccc3c(=O)[nH]1)C2=O (configuration not stated)	-1	0.5	0	i	1	1.3	-8	0	-10
CCNC(=S)N(Cc1ccccc1)Cc1nc2ccccc2c(=O)[nH]1	2	0.9	2	i	0	1.0	-2	26	-4
COc1ccc(Cl)cc1N1C(=O)C2CCCN2C1c1cccc(F)c1 (configuration not stated)	-2	-0.2	0	i	-5	-1.6	-1	2	3
COc1ccccc1NC(=O)COc1ccc(C(=O)OCC(=O)NC(C)(C)C)cc1OC	-1	0.2	-4	i	4	0.3	2	4	1
Cc1ccc(C)c(S(=O)(=O)N2CCN(C(=O)CCC(=O)c3cc(C)sc3C)CC2)c1	1	-0.3	0	i	1	1.2	18	-10	7
CC1=C(C(=O)Nc2cccc(C(=O)N3CCC(C(N)=O)CC3)c2)SCCO1	-3	0.5	2	i	-6	0.2	-8	20	2
Cc1ccc(S(=O)(=O)N2CCC(C(=O)OC(C)C(=O)NCc3ccccc3)CC2)cc1C (configuration not stated)	-5	-0.7	-1	i	2	0.6	9	-13	0
Cc1ccc(S(=O)(=O)CC(=O)c2cc3cccc(C)c3oc2=O)cc1	2	-0.3	-3	i	1	0.2	-4	6	0
Cc1cc(/C=C(\C#N)C(=O)NCc2ccco2)c(C)n1-c1ccc(C(=O)O)cc1	-3	0.4	2	i	1	6.8*	-6	2	-5
CC1CN(CCOc2ccccc2-c2ccccc2)CC(C)O1 (configuration not stated)	-8	0.1	2	i	-7	0.1	-3	-5	-5
COc1cc(N2CN=c3s/c(=C\c4ccccn4)c(=O)n3C2)cc(OC)c1OC	-5	-0.5	-5	i	3	4.4	-6	4	-5
CC1(C)CC(=O)C(C(c2ccncc2)C2C(=O)CC(C)(C)CC2=O)C(=O)C1	2	-0.5	-3	i	-5	0.6	-6	13	4
O=C(Nc1cccc(-c2cnc3ccccc3n2)c1)c1ccccc1	-12	-0.1	1	i	4	1.4	0	-8	5
COc1ccc2cnnc(SCC(=O)Nc3ccccc3)c2c1OC	-5	-0.8	-2	i	2	0.7	-3	12	-2
Cc1c(CN2CCC(Oc3ccc(C(=O)N4CCCCC4)cc3)CC2)cnn1C	-1	-0.3	0	i	-6	0.6	-4	-2	-9
CCOc1ccc(Br)cc1C(=O)N/N=C/c1cccc(C)n1	-2	-0.4	-2	i	2	0.9	-3	8	6
COc1ccc(S(=O)(=O)N2CCCCC2)cc1NC(=O)C1COc2ccccc2O1 (configuration not stated)	-2	-0.2	2	i	-1	0.0	23	11	6
CCc1nc2c(OCc3cc(Cl)cc(Cl)c3)cccn2c1N(C=O)Cc1ccc(OC)cc1	-1	0.3	-7	i	-4	1.1	29	1	0
Cc1cccc(C(C)C)c1NC(=O)COC(=O)CCC(=O)N(CC(C)C)c1c(N)n(CC(C)C)c(=O)[nH]c1=O	-1	-0.1	-5	i	-1	1.3	-4	-14	-6
COc1ccc(NC(=O)NNC(=O)COc2ccc3cc(Br)ccc3c2)cc1OC	-3	-0.2	-39	i	1	-0.5	-4	-3	0
CSc1ccc(NC(=O)C2(C)CCN2C(=O)c2sccc2C)cc1 (configuration not stated)	-2	-0.1	-3	i	0	1.1	16	4	3
CC(=O)c1c(N2CCOCC2)nc2ccc(Cl)cc2c1-c1ccccc1	1	-0.5	-5	i	0	1.8	34	3	8
CCCCn1c(SCC(=O)N2CCOCC2)nnc1-c1ccoc1C	-3	-0.1	3	i	2	0.5	-8	-4	-2
Cc1cc(C)n(Cc2ccc(C(=O)NN)o2)n1	0	-0.2	-2	i	5	1.3	-4	12	-3
Cc1ccc(C(=O)NCCCNCCCN(C)C)cn1	2	-0.4	-1	i	-5	0.2	-11	-2	-1
CN1c2cccc3cccc(c23)N(C)C1c1cccs1	-1	0.3	6	i	-3	1.4	18	22	-1
Cc1ccc(C(=O)N/N=C2\CC3CC=CC23)c(C)c1 (configuration not stated)	-9	-0.6	1	i	1	0.2	-12	-6	0
COc1ccc2oc(C(=O)OCC(=O)N(C)Cc3ccccc3)c(C)c2c1	-1	-0.3	-3	·	0	0.1	15	2	4
CC(=O)N1CCN(S(=O)(=O)c2cccc(C(=O)OCC(=O)N3CC(=O)Nc4ccccc43)c2)CC1	-1	-0.7	0	i	14	0.0	-1	-8	-8
O=C1NN(c2ccccc2)C(=O)C2C1C1C=CC2C12CC2 (configuration not stated)	-11	-1.7	5	i	-3	0.4	-11	-4	0
O=C(c1ncc[nH]1)c1ccccc1Cl	0	1.9	-4	i	-2	1.1	-3	3	6
CC(C)Cn1c(=S)[nH]c2cc(Cl)ccc21	-9	-0.4	1	i	-3	0.2	29	-53	7
Cc1cccc(CN2CCN(Cc3nc4c(s3)CCCC4)CC2CCO)n1 (configuration not stated)	-4	-0.4	-2	i	2	-1.7	-8	7	10
CCCCCCCCCc1nc2sc3c(c2c(=O)n1NC(=O)c1ccccc1[N+](=O)[O-])CC(C)(C)OC3	-2	0.0	2	i	-1	0.3	35	2	-3
O=C(NCC1CCCO1)C1CCN(C2CCN(Cc3ccco3)CC2)CC1 (configuration not stated)	-9	-0.6	-3	i	9	0.2	-14	1	-1
CCN(CC)CCN(C(=O)c1cc2ccccc2cc1OC)c1nc2ccc(F)cc2s1	-6	-0.3	1	i	1	-0.4	20	-1	-9
Cc1cc(C)c2cc(C#N)c(SCC(=O)NCc3ccco3)nc2c1	-6	-0.1	-13	i	7	1.2	-1	2	-10
CC(=O)c1ccc(S(=O)(=O)N(C)C(C)CCc2ccco2)cc1 (configuration not stated)	-2	-0.7	-2	i	2	1.0	6	-5	-9
C[C@H]1CN([C@@H](C)CO)S(=O)(=O)c2ccc(Br)cc2O[C@@H]1CN(C)C(=O)Nc1ccc2c(c1)OCO2	1	-0.3	2	i	2	-1.0	-2	10	0
O=C(Nc1ccc(N2CCOCC2)c(S(=O)(=O)Nc2ccc(Cl)cc2)c1)c1cnccn1	-3	-0.7	1	i	6	1.0	12	40*	-10
Cc1cc(C)cc(OCc2nnc(SCC(=O)c3ccccc3)o2)c1	-1	0.3	0	i	5	1.0	28	-82	3
COc1cccc(F)c1C(C[N+](=O)[O-])c1c(N)n(C)c(=O)n(C)c1=O (configuration not stated)	-6	-0.8	3	i	1	0.1	-5	7	8
CC(C)(C)OC(=O)CNC(=O)c1nc[nH]c1C(=O)N1CCc2ccccc2C1	-5	-0.3	-2	i	0	0.1	-5	4	-8
N#Cc1ccccc1CSc1ccccn1	-7	-1.1	3	i	-2	1.7	-3	2	8
CC1(C)Cc2c(c(N3CCOCC3)nc3sc(C(=O)Nc4ccccc4)c(N)c23)CO1	6	-0.4	2	i	-3	1.5	-2	19	-5

Compound activity (PubChem BioAssay)
